Assay outcomes: PubChem, several laboratories
phage Ecoli inh: growth loss of phage-infected E. coli, primary screen, RecBCD inhibitor project, absorbance, with phage, HTS. inhibition, % at 11.9 µM. actives 0.26% (n = 360,000). AID 651602, 2012; in the data active = inhibition above about 11%
Tat export inh: E. coli Tat export inhibitors, primary screen, MC4100, TorA-mCherry reporter, fluorescence, single point | inhibition, % at 10 µM | actives 0.036% (n = 340,000);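 active = mean replicate inhibition at least 50% and at least half of replicates individually reaching 50%; inconclusive = only one of the two criteria met; inactive = neither criterion met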;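 also: exported cargo escapes ClpAP degradation while cytoplasmic cargo is degraded and loses fluorescence; 0% = median of neutral control wells and 100% = median of NaSCN control wells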
AddAB inh: growth inhibition of E. coli expressing H. pylori AddAB, primary screen, AddAB inhibitor project, absorbance; inhibition, % at 11.9 µM; actives 0.29% (n = 330,000); AID 435030, 2010; in the data active = inhibition above about 12%;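 also: 0% = vehicle wells of infected cells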
Rtt109 Vps75: inhibitors of C. albicans Rtt109/Vps75 HAT, primary screen, biochemical, ThioGlo CoA-SH fluorescence, plate reader. purified Rtt109/Vps75, 4 h. AID 540336, 2011. Histone acetyltransferase RTT109 (Candida albicans (strain SC5314 / ATCC MYA-2876)), …. actives 0.16% (n = 330,000). inhibition, % at 34.9 µM;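 active = inhibition of at least 50% in every replicate; inconclusive = best replicate reaches 50% inhibition but some replicates fall short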
Target sequence (Q5AAJ8 whole entry, looked up): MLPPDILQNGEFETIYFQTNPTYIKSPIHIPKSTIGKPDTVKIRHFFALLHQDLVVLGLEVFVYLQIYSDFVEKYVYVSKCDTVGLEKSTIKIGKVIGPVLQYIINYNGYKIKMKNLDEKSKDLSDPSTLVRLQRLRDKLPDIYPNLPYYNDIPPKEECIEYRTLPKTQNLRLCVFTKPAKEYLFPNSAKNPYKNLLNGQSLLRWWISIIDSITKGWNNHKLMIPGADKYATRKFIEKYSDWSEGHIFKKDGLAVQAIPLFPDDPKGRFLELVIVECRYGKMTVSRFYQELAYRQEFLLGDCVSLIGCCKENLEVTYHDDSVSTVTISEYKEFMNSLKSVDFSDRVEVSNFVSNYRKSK
DAGLB inhibitor: DAGLB lipase inhibitors, primary screen, biochemical, fluorescence, HTS | Diacylglycerol lipase-beta (Homo sapiens), Q8NCG7 | HEK293T DAGLB membrane lysate, EnzChek fluorogenic substrate | inhibition, % at 5.17 µM | actives 0.059% (n = 340,000) | AID 504411, 2011; in the data active = inhibition above about 34%;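 also: 0% = enzyme with vehicle and 100% = wells lacking enzyme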
E coli growth: E. coli V3065 growth inhibition, primary screen, counter-screen for AddAB inhibitor project, absorbance, OD600; actives 0.27% (n = 330,000); inhibition, % at 11.9 µM; 18 h;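 active = inhibition above the campaign's mean inhibition across all tested compounds plus 3 SD, cut at about 9.9% in these data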;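 also: uninfected addAB+ strain grown without phage in ampicillin broth; 0% = DMSO wells and 100% = ciprofloxacin 0.95 µg/ml wells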
PvdQ acylase: P. aeruginosa PvdQ acylase inhibitors, primary screen, biochemical, fluorescence, plate reader and imaging, single point; PvdQ acylase [Pseudomonas aeruginosa LESB58]; purified PvdQ acylase; inhibition, % at 10 µM; actives 0.063% (n = 340,000); AID 488965, 2010; in the data active = inhibition above about 30%, passing the limit was not always enough; inconclusive = no clear call, values can overlap the other calls;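 also: 0% = vehicle neutral wells and 100% = reference inhibitor wells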
CAL PDZ FP: CAL PDZ peptide-binding inhibitors, primary screen, biochemical, fluorescence polarization, Cer-tagged CAL PDZ, HTS; actives 0.02% (n = 330,000); Golgi-associated PDZ and coiled-coil motif-containing protein (Homo sapiens), Q9HD26; inhibition, % at 20 µM; purified CAL PDZ, TMR-peptide fluorescence polarization, 1 h; AID 504414, 2011;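 active = highest replicate inhibition of at least 40%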;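 also: plate controls were DMSO neutral control wells for no effect and unlabeled competitor peptide control wells for full effect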
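System: tagged CAL PDZ domain. Schedule: 1 h room-temperature incubation prior to read. Signal: fluorescence polarization (mP). Measure: percent inhibition from loss of millipolarization.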
PfHsp90 yeast 2: growth inhibition of PfHsp90-expressing yeast, primary screen, antimalarial PfHsp90 inhibitor project, S. cerevisiae, BacTiter-Glo luminescence, single point, set 2; BacTiter-Glo ATP, 48 h; yeast lacking PDR1 and PDR3 efflux regulators; inhibition, % at 9.4 µM; actives 0.32% (n = 310,000); AID 504621, 2011;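 active = every replicate shows inhibition above about 80%, whatever the replicate mean, limit read from the data; inconclusive = mean inhibition reaches the set limit but some replicate falls short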;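 also: 0% = DMSO neutral controls and 100% = 20 µM radicicol positive controls; yeast relying on Plasmodium falciparum Hsp90 in place of its own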
Wnt act: Wnt/beta-catenin pathway activators, primary screen, cell-based, plate reader, single point; Wnt/beta-catenin reporter cell assay, activator; activation, % at 9.35 µM; actives 1.2% (n = 300,000); in the data active = activation above about 30%, passing the limit was not always enough; inconclusive = no clear call, values can overlap the other calls;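 also: 0% = neutral control wells and 100% = positive control wells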
Starred values were filed as active, the others as inactive; ? = inconclusive; . = not tested or not shown.

Every second line gives: phage Ecoli inh	Tat export inh	AddAB inh	Rtt109 Vps75	DAGLB inhibitor	E coli growth	PvdQ acylase	CAL PDZ FP	PfHsp90 yeast 2	Wnt act
CCOC(=O)C1CCCN(S(=O)(=O)NC[C@H]2O[C@@H](n3cnc4c(N)ncnc43)[C@H](O)[C@@H]2O)C1 (stereo partly specified)
→ 1.0	5	1.9	-21	-1	0.9	-19	0.0	6	-1
O=C(CN1C(=O)/C(=C\c2cccc(Br)c2)Oc2ccccc21)NCCCN1CCOCC1
→ 0.8	4	2.0	-24	6	-4.2	-7	-2.5	-4	0
O=C(Nc1ccc2c(c1)oc1ccccc12)c1ccc2c(c1)OCO2
→ 1.7	4	1.1	-2	-1	0.2	-2	-3.1	.	.
Cc1ccc(CN2CCN(Cc3ccon3)CC2CCO)cc1 (stereo unspecified)
→ 2.0	3	2.6	-3	.	-2.0	-8	-0.6	-21	0
O=C(c1cnn2c(C(F)(F)F)cc(-c3ccccc3)nc12)N1CCCCC1c1cccnc1 (stereo unspecified)
→ 0.4	4	4.1	-36	2	-0.8	4	-2.6	-12	0
CCCOc1ccc(C2/C(=C(/O)c3ccccc3)C(=O)C(=O)N2CCCN(C)C)cc1OC (stereo unspecified)
→ 2.3	0	-0.5	.	3	-1.0	-11	-0.9	3	.
COc1ccc(N2CCN(C(CNC(=O)C(=O)NCc3cccs3)c3ccco3)CC2)cc1 (stereo unspecified)
→ 2.3	-3	1.4	0	-2	3.1	-8	-1.6	14	-1
NS(=O)(=O)c1ccc2nc(NC(=O)c3ccc4ncsc4c3)sc2c1
→ .	22	1.6	-5	5	1.9	-9	-2.4	1	.
C/C(=N\NC(=O)CSc1nc(C)cc(C)n1)c1ccc2c(c1)OCCO2
→ 1.7	-3	4.3	6	-1	3.0	-7	0.0	-1	12
CCOC(=O)N1CCC(NC(=O)c2ccc3c(c2)N(Cc2ccc(F)cc2)CCS3)CC1
→ 2.7	-5	3.0	5	2	-1.7	7	0.4	6	-5
OCC1(Cc2cccc(C(F)(F)F)c2)CCN(Cc2cc(F)cc(F)c2)CC1
→ 2.5	4	-1.4	10	-7	-0.5	-13	-0.4	-19	-2
Cc1ccc(NC(=O)C2CCN(S(=O)(=O)c3ccc4ccccc4c3)CC2)nc1
→ 1.8	-6	.	6	4	.	-7	-3.0	.	-4
CNC(=O)c1cc(S(=O)(=O)N2CC(C)OC(C)C2)ccc1N1CCCCC1 (stereo unspecified)
→ 1.3	6	.	13	-5	.	4	-2.0	10	-3
Cc1ccnc(N2CCC(C(=O)NC3CCCCCC3)CC2)n1
→ 5.0	-2	1.0	2	-3	-0.1	5	-1.7	.	.
c1ccc2c(c1)CCOC2CNCCCN1CCCCC1 (stereo unspecified)
→ 2.5	0	.	-2	0	.	-14	0.1	4	-3
C=CCn1c(SCc2ccc3c(c2)OCO3)nc2scc(-c3ccco3)c2c1=O
→ 0.2	-3	-3.6	-2	6	-2.4	2	-2.8	-22	.
O=C(NCCOC(=O)c1cccs1)c1cccnc1
→ 3.2	?	-1.9	1	0	-0.3	2	.	-5	.
CCOc1ccc(S(=O)(=O)Nc2ccc(C(=O)NN)cc2)cc1
→ 0.5	3	1.1	0	-4	0.0	-6	-0.7	-45	53*
CCOc1ccccc1NC(=O)CN1CCC(NC(=O)Nc2ccccc2)CC1
→ 1.4	-2	2.6	3	-2	1.6	-2	-1.0	15	1
O=C(CSCc1ccccc1)NNc1c(F)c(F)cc(F)c1F
→ 0.8	1	0.6	-18	-6	2.2	-10	0.0	9	3
Cc1ccc(CCNC(=O)Cn2cccc2)cc1
→ 3.4	-3	1.4	-1	-14	-0.8	-8	.	.	.
C/C=C/C=C/C(=O)N1CC[C@]23c4ccccc4N[C@H]4N(C)c5cccc6c5[C@]42CCN([C@H]6C2OC2(C)C)[C@H]13 (stereo partly specified)
→ -1.1	1	1.0	20	4	-2.2	-1	0.1	9	-2
O=C(COc1ccc(Cl)cc1)Nc1nc(-c2cccs2)cs1
→ 3.3	1	2.8	-6	-12	3.6	-9	-1.2	-19	.
Nc1nonc1-n1nnc(C(=O)N/N=C/c2ccccc2F)c1CN1CCOCC1
→ 4.9	-5	2.0	4	2	-3.2	1	0.5	5	-7
CC(=O)Nc1ccc(S(=O)(=O)N2CCC(C(=O)NCCC(=O)NCc3ccccc3)CC2)cc1
→ 0.2	2	2.4	-9	0	2.4	-20	-1.6	-5	-1
O=C(CNC(=O)c1ccc(Br)cc1)NCC(=O)OCC(=O)c1ccc(F)cc1
→ -1.0	-3	.	-15	-1	.	-8	-1.5	20	-2
CC1CCN(S(=O)(=O)c2ccc3c(c2)N(CC(=O)NCCCOC(C)C)C(=O)CO3)CC1
→ 2.9	-3	2.7	9	1	0.1	-10	-1.8	7	-4
O=C1NC(CCc2ccccc2)C(=O)N1CCOc1cccc(Br)c1 (stereo unspecified)
→ 0.1	12	0.2	-2	1	-1.0	-19	-2.1	4	3
CC1(C)Cc2c(cnn2-c2cccc(F)c2)C(NC(=O)CN2CCCC2=O)C1 (stereo unspecified)
→ 3.3	-3	1.0	-3	-1	-2.1	7	-2.4	-9	2
C=CCN(c1ccc(C(=O)N2CCCC2)cc1)S(C)(=O)=O
→ 0.9	7	-2.5	8	4	-1.7	-4	-0.7	4	.

Next part, overlapping the part above by 2 compounds.
Every second line gives: phage Ecoli inh	Tat export inh	AddAB inh	Rtt109 Vps75	DAGLB inhibitor	E coli growth	PvdQ acylase	CAL PDZ FP	PfHsp90 yeast 2	Wnt act
CC1(C)Cc2c(cnn2-c2cccc(F)c2)C(NC(=O)CN2CCCC2=O)C1 (stereo unspecified)
→ 3.3	-3	1.0	-3	-1	-2.1	7	-2.4	-9	2
C=CCN(c1ccc(C(=O)N2CCCC2)cc1)S(C)(=O)=O
→ 0.9	7	-2.5	8	4	-1.7	-4	-0.7	4	.
CCOC(=O)C1C(=O)NC(N2CCCCC2)=NC1c1ccccc1 (stereo unspecified)
→ 3.4	-2	2.3	4	1	0.8	-12	-0.5	6	0
COc1cccc(NC(=S)N(C)C2CCN(C)CC2)c1
→ 4.5	-3	-1.6	-4	-2	-3.3	-10	0.1	16	1
Oc1ccccc1C=NCC(O)c1ccccc1 (stereo unspecified)
→ 3.3	14	1.3	2	0	1.4	-6	-0.9	2	0
COc1ccc2cc(CN(Cc3ccco3)C(=S)NCC3CCCO3)c(=O)[nH]c2c1 (stereo unspecified)
→ 4.4	-3	1.2	7	0	-1.8	2	-0.5	-14	-9
Cc1oc(CSCCSCc2cc(C(=O)O)c(C)o2)cc1C(=O)O
→ -2.0	-2	-2.3	3	2	0.1	-17	-0.2	31	-4
COC(=O)c1nn(C23CC4CC(CC(C4)C2)C3)c2c1C(=O)N(c1ccc(F)cc1)C2=O
→ 2.8	-2	1.2	5	9	0.9	1	0.5	9	-1
Cc1cc(C)cc(C(=O)NCC(=O)N2CCN(c3cccc(Cl)c3)CC2)c1
→ 2.0	4	0.2	0	-5	1.1	-15	-1.0	2	-3
COc1ccc(CC(=O)Nc2ccccc2C(=O)N2CCOCC2)cc1
→ 1.4	-1	3.1	-1	-1	-1.3	-8	-0.5	-6	.
COc1cccc(-c2nc(CS(=O)(=O)CC(=O)NC3CCCc4ccccc43)c(C)o2)c1 (stereo unspecified)
→ 3.5	6	-0.6	28	-9	-0.9	6	0.2	-23	-2
CC1CCN(C(=O)CSc2nnc3ccc(-c4cccnc4)nn23)CC1
→ 0.2	-1	-2.3	-8	-2	-0.8	0	-0.7	6	1
CCC(=O)N1CCN(c2ccccc2NC(=O)COc2ccccc2Cl)CC1
→ 2.5	3	2.0	-6	-1	0.1	-6	-0.9	17	.
Cc1ccc(Nc2nc(C(=O)NCc3ccco3)cs2)cc1
→ 0.8	-12	1.1	0	2	0.6	-12	1.5	.	.
Fc1cccc(F)c1CN1CCN(c2ncccn2)CC1
→ 3.2	-1	-0.4	9	-2	-0.1	-14	-0.1	.	.
Oc1ccc(N2CCN(C(=S)NCc3ccccc3)CC2)cc1
→ 5.6	-1	2.2	-5	.	-2.0	-3	-0.6	8	0
Cn1ccnc1/C(=N\NC(=O)c1ccccc1)c1cccc([N+](=O)[O-])c1
→ -1.4	1	1.7	1	-2	-0.1	-6	-0.3	.	-1
COc1cc2c(=O)n(-c3ccc(C)cc3)c(=O)n(CC(=O)c3ccc4c(c3)OCO4)c2cc1OC
→ -0.1	-1	3.6	0	1	-1.3	-14	-0.2	-8	0
C=C1C(=O)C2=CC1CCC(=O)C1(C)CCC(OC(C)=O)C(C)(C)C1CC2O (stereo unspecified)
→ 3.5	3	.	-12	2	.	-16	-0.7	-46	-25
Cc1cc(S(=O)(=O)N2CCCOC2CNC(=O)C(=O)NCCCN2CCOCC2)ccc1F (stereo unspecified)
→ 2.2	2	-1.5	0	1	-0.9	-8	-0.6	-23	-2
Cc1cc(NC(c2cccnc2)c2ccc3cccnc3c2O)no1 (stereo unspecified)
→ 13*	1	10	-8	7	9.1	1	-0.2	-16	2
Cc1ccc2oc(-c3ccc(NC(=O)c4ccncc4)cc3O)nc2c1
→ 3.1	-7	2.3	-1	1	1.4	4	0.1	15	?
CN1Cc2ccccc2CC1CNCc1c(C(=O)N2CCCC2)nc2ccccn12 (stereo unspecified)
→ 3.7	-7	-3.2	.	2	-3.1	18	-3.5	6	2
